From PubChem BioAssay
EPAC2 ag = agonists of human EPAC2 (RAPGEF4) | Q8WZA2 | EPAC2 activation, biochemical qHTS; response scale: 100% = 6.5 mM cAMP response | Potency, µM (top dose mostly 154 µM), for the others: at the highest dose activation, actives largely listed as activators | actives 0.079% (n = 360,000) | AID 720711; note: nearly all actives have a fitted effect of over 50% in size
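Compounds were added across a concentration range to EPAC2 (100 nM), RAP1B-BODIPY-GDP (250 nM) and GDP (50 uM). After 5 min at room temperature, fluorescence was recorded at 5-min intervals for 30 min.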
PTHR1 ag = agonists of human PTHR1 parathyroid hormone receptor | Q03431 | HEK293 GP2 PTHR1 cells, GloSensor cAMP luminescence, 1 h | Potency, µM (titrated, usually from 115 µM), for the others: at the top dose activation, most hits filed as activators | actives 0.075% (n = 410,000) | AID 743266; note: nearly all actives have a fitted effect of over 55% in size; some results filed as inactive show a strong effect at the top dose; inactives centre near -15; many of its hits are not listed in these tables
Target sequence (Q03431 whole entry, looked up): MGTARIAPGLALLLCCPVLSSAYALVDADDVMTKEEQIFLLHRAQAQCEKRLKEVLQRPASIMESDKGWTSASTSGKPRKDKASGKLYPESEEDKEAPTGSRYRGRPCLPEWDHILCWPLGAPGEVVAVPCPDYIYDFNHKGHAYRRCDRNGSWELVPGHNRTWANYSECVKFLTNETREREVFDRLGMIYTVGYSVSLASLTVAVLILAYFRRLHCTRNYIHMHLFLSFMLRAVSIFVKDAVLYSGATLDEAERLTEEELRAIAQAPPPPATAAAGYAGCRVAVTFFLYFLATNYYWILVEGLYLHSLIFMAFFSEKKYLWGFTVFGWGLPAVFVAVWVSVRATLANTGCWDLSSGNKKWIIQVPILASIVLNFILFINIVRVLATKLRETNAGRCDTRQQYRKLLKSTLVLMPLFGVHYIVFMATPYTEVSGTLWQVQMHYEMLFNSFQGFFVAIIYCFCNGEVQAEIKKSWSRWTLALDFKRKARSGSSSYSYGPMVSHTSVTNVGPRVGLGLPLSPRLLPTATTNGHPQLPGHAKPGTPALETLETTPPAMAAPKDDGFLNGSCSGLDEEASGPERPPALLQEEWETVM
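HEK-293-derived GP2 cells expressing PTHR1 and a GloSensor cAMP reporter, 3,000/well, plated overnight, given luciferin plus IBMX (each 0.5 mM as added) for 1 h at 37 °C, then compound for 1 h at 37 °C. Luminescence was read after 15 min at room temperature.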
EPAC1 ag = agonists of human EPAC1. actives 0.073% (n = 360,000). AID 720707. Potency, µM (top dose mostly 154 µM), without a hit: top-dose activation, hits mostly activators. O95398. EPAC1 agonist qHTS, biochemical assay; response scale: 100% = response to 6.5 mM cAMP; note: nearly all actives have a fitted effect of over 60% in size
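Nucleotide exchange by EPAC1 (100 nM) on Rap1B–BODIPY-GDP (250 nM) in the presence of 50 uM GDP is tracked fluorescently at 480/540 nm over 30 min. Signals are normalized to a 6.5 mM cAMP control.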
aSyn rescue = inhibitors of alpha-synuclein toxicity in yeast; Yeast expressing alpha-synuclein, growth rescue, BacTiter-Glo, 24 h; Potency, µM (highest dose often 46.1 µM), inactives show at the highest dose growth rescue (activation), most hits filed as activators; actives 0.14% (n = 370,000); AID 652106; note: % of control where 0% means no effect; nearly all actives have a fitted effect of over 65% in size
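Rescue of yeast growth: cells expressing toxic alpha-synuclein, induced in galactose at OD600 0.02, incubated with compound 24 h at 30 C. ATP luminescence quantified growth; inhibitors of toxicity appear as activators.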
EPAC2 antagonist = blocks human EPAC2 exchange factor. Potency, µM (titrated, usually from 114 µM), for the others: at the highest dose activity, negative = inhibition, hits mostly inhibitors. Q8WZA2. actives 0.18% (n = 360,000). EPAC2 GEF exchange of Rap1B-BODIPY-GDP, fluorescence; note: % is set by controls: 0 for no effect and ±100 for the full control effect; nearly all actives have a fitted effect of over 45% in size; many of its hits are not listed in these tables
FUS suppressor = FUS proteinopathy suppression in yeast. Potency, µM (titrated, usually from 76.6 µM), for inactives: at the highest dose growth rescue (activation), usual class: activators. actives 0.24% (n = 390,000). AID 1347120. S. cerevisiae FUS-expressing, growth rescue, OD600, 24 h;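 note: plate controls were DMSO vehicle for no effect and reference control for full effect; nearly all actives have a fitted effect of over 55% in size; some results filed as inactive show a strong effect at the top dose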
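Compound concentration series was pinned onto galactose-induced FUS-expressing yeast seeded at OD 0.005. Plates sat 24hr at 30C; absorbance at 600 nm gave growth. DMSO served as background control.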
TDP43 rescue = TDP-43 toxicity inhibition in yeast. TDP-43 expressing yeast growth rescue, BacTiter-Glo, 24 h. Potency, µM (series often up to 46.1 µM), without a hit: at the highest dose growth rescue (activation), actives largely listed as activators. actives 1.8% (n = 410,000); note: % of control where 0% means no effect; nearly all actives have a fitted effect of over 50% in size
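Yeast expressing TDP-43 (pregrown in raffinose, seeded at OD600=0.02 in galactose medium) exposed to compounds 24 hr at 30 deg C. Growth read by BacTiter-Glo luminescence; rescue of toxicity appears as increased signal.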
EPAC1 antagonist = antagonists of human EPAC1; Potency, µM (top dose mostly 115 µM), for the others: at the highest dose activity change, negative = inhibition, hits mostly inhibitors; EPAC1 GEF assay, Rap1b-BODIPY-GDP exchange fluorescence; actives 0.14% (n = 360,000); AID 720709;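 note: plate controls were vehicle for no effect and positive control for full effect; nearly all actives have a fitted effect of over 50% in size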
An asterisk follows results filed as active; i = inactive; ? = inconclusive; . = not tested or not shown; [ ] = remark or other dose. Calls come from the whole dose curve; as a rule, active = well fitted curve in the direction sought with a large enough effect; inconclusive = small, poorly fitted or top-dose-only effect, or another doubt; inactive = no such curve, though single readings can be large; an effect the other way counts as inactive or inconclusive. Potency is the fitted concentration of half-maximal effect. The list is partial (hit frequency here may not be typical).

SMILES	EPAC2 ag	PTHR1 ag	EPAC1 ag	aSyn rescue	EPAC2 antagonist	FUS suppressor	TDP43 rescue	EPAC1 antagonist
OC[C@@H]1CN(Cc2ccc(Cl)cc2)C[C@H](n2cnc3c(NCc4ccc(F)cc4)ncnc32)O1	9%	-83%[inhibitor]	-3%	1%	-22%	33%	4%	2%
CCC1CCCCN1C(=O)CCS(=O)(=O)c1ccc2c(c1)CCN2C(C)=O (configuration not stated)	9%	10%	-4%	2%	0%	3%	-11%	-12%
O=C(c1cc(-c2cccs2)on1)N1CCOCC1	1%	-6%[57.5 µM]	1%	-5%	12%	8%	-22%	13%
COc1ccc(OC)c(C2C(C(C)=O)=C(C)Nc3ncnn32)c1 (configuration not stated)	10%	i	5%	1%	5%	-1%	6%	-5%
Cc1cc(-c2nnc(SCCC(=O)Nc3ccccc3)o2)no1	5%	-21%	-17%	1%	10%	3%	24%	5%
C[N+](C)(C)CCCN1C(=O)CCCC1=O	4%	i	3%	0%	-1%	18%	5%	5%
CCN(CC)CCCC(C)NC(=O)c1cc(=O)c2ccccc2o1 (configuration not stated)	1%	i	1%	0%	6%	-4%	21%	5%
O=C(Nc1nccs1)C1(S(=O)(=O)c2ccc(Cl)cc2)CC1	12%	-12%[57.5 µM]	3%	-8%	-2%	22%	-13%	-3%
CCN1CCN(C(=O)CCc2nnc(CCCCc3ccccc3)o2)[C@@H](C)C1=O	9%	-20%	-5%	-4%	24%	-6%	-17%	11%
COC(=O)CCNc1n[nH]c(=O)[nH]c1=O	8%	13%	3%	-5%	2%	-4%	-26%	8%
COCCN(Cc1ccco1)C(=O)Cn1ncc2c(=O)oc3ccccc3c21	5%	i	-7%	7%	10%	-28%	9%	7%
COc1cccc(OCC(=O)NNC(=O)c2cnccn2)c1	-4%	i	7%	-6%	5%	-3%	13%	6%
Cc1ccc(S(=O)(=O)N2[C@H](CC(=O)Oc3ccccc3)OC[C@@H]2C(C)C)cc1	12%	-15%	4%	5%	1%	17%	7%	2%
CCOC(=O)c1c(C)oc2c1c1c(c3ccccc32)OCN(CCCC(=O)O)C1	24%	i	3%	-5%	-14%	20%	10%	-12%
CCCOC1CCCN(C(=O)c2ccc(OC3CCN(C(=O)CCOC)CC3)cc2)C1 (configuration not stated)	-1%	-34%[inhibitor]	-7%	0%	-3%	.	17%	-2%
COc1ccc(NC(=O)CNc2cccc(S(=O)(=O)N3CCCCCC3)c2)c([N+](=O)[O-])c1	12%	-37%	10%	12%	-9%	?	18%	-21%
Cc1nc(N)sc1N=Nc1ccccc1C(F)(F)F	11%	-21%	5%	-10%	?	6%	0%	-23%
N#CC1(C(N)=O)OC12CCS(=O)(=O)c1ccccc12 (configuration not stated)	23%	21%	-3%	-1%	20%	.	-9%	0%
CC(C)n1c(=S)[nH]c2cc(C(F)(F)F)ccc21	10%	-17%	8%	0%	-13%	7%	0%	-6%
CCN(CC)C(=O)c1sc(NC(=O)c2ccc3c(c2)OCO3)c(C#N)c1C	0%	-26%[57.5 µM]	-9%	-1%	-15%	29%	-7%	-12%

Reprinted from the part before: two entries; new compounds follow.
SMILES	EPAC2 ag	PTHR1 ag	EPAC1 ag	aSyn rescue	EPAC2 antagonist	FUS suppressor	TDP43 rescue	EPAC1 antagonist
CC(C)n1c(=S)[nH]c2cc(C(F)(F)F)ccc21	10%	-17%	8%	0%	-13%	7%	0%	-6%
CCN(CC)C(=O)c1sc(NC(=O)c2ccc3c(c2)OCO3)c(C#N)c1C	0%	-26%[57.5 µM]	-9%	-1%	-15%	29%	-7%	-12%
COc1cc(O)oc1C=Nc1ccc(Oc2ccccc2)cc1	17%	i	9%	13%	-4%	24%	0%	1%
CC(=O)N1c2ccc(S(=O)(=O)N3CCCC3C(=O)Nc3ccc(C)cc3)cc2CC1C (configuration not stated)	-1%	-7%	4%	0%	-9%	9%	14%	-11%
O=C(NCc1ccco1)c1ccccc1-c1nc(-c2ccc(F)cc2)no1	7%	i	2%	8%	-2%	2%	12%	5%
COc1ccc(C(C)=O)cc1CSc1nnc(Nc2ccccc2C)s1	9%	-19%	-4%	4%	-10%	25%	?	-25%
CCCn1nnnc1NCc1ccc(OC)cc1OC	-1%	-12%	-27%	2%	0%	-18%	-1%	-11%
C[C@H](CO)N1C[C@H](C)[C@@H](CN(C)Cc2ccccc2)Oc2c(NC(=O)Cc3ccccc3)cccc2C1=O	4%	-15%	3%	-2%	-24%	5%	7%	-10%
S=C(c1ccccc1)N1CCSCC1	6%	i	21%	0%	3%	-12%	13%	-5%
CCCCC(=O)c1ccc(O)cc1	4%	-5%[57.5 µM]	8%	-11%	3%	-29%	10%	1%
CCOc1ccc(C(C)=O)cc1COC(=O)CN1C(=O)NC2(CCCC2)C1=O	0%	-5%	-4%	-1%	13%	40%	14%	3%
Cc1onc(-c2ccccc2Cl)c1C(=O)Nc1nnc(C(C)C)s1	4%	i	5%	3%	3%	8%	21%	-10%
CN(C(=O)CSc1ncnc2sc(-c3ccccc3)cc12)C1CCS(=O)(=O)C1 (configuration not stated)	19%	-20%	-3%	-5%	-7%	18%	15%	-8%
O=C(/C=C/c1ccccc1Cl)OCC(=O)N1CCCC1	4%	i	8%	-1%	9%	7%	0%	8%
CCOC(=O)N1CCC(NC(=O)c2cccc3c2C(=O)N(Cc2cccnc2)C3)CC1	-3%	i	-3%	-7%	8%	7%	6%	6%
CCOc1ccccc1N(CC(=O)NCCSc1ccccn1)S(=O)(=O)c1ccc(C)cc1	1%	-26%	9%	5%	1%	16%	?	-4%
COC(=O)[C@]1(Sc2ccc(C)cc2)CC(=O)N[C@@H]1c1ccccc1	1%	-22%	-7%	-6%	-14%	17%	14%	5%
CSc1nsc(SC)c1NC(=O)N1CCCCC1	30%	i	-1%	-4%	0%[57.1 µM]	-1%	-12%	-10%
CC(CN(C)Cc1ccccc1)OC(=O)c1cccs1 (configuration not stated)	-2%	-12%[57.5 µM]	0%	-1%	12%	20%	23%	1%
CCOC(=O)c1n[nH]n2c1nc(=S)c1ccccc12	-3%	-18%	0%	-34%[inhibitor]	-1%	34%	-67%[inhibitor]	4%
CN(C)C(CNC(=O)c1ccc2c(c1)S(=O)(=O)c1ccccc1C2=O)c1ccco1 (configuration not stated)	4%	-20%	-5%	-1%	-5%	-29%	0%	8%
CCNS(=O)(=O)c1ccc(OCCNS(C)(=O)=O)cc1	3%	i	5%	-3%	0%	42%	-17%	-5%
CC(C)COC(=O)n1c(SCC(=O)N(C)C)nc2ccccc21	-2%	-13%[57.5 µM]	-10%	1%	4%	26%	-11%	0%
CCCC[C@@H]1C[C@H]1[C@@H](NC(=O)c1cccs1)c1ccc(Cl)cc1	2%	-34%[inhibitor]	2%	-10%	?	-4%	-14%	-17%
O=C(CNC(=O)c1ccco1)OCC(=O)c1cccc2ccccc12	-39%[inhibitor][15.6 µM]	i	-8%	7%	-15%	-1%	?	2%
CCOc1ccc(N(C)S(=O)(=O)c2ccc(C)c(C(=O)N3CCN(Cc4ccc5c(c4)OCO5)CC3)c2)cc1	10%	-34%[inhibitor]	16%	12%	-1%	17%	-11%	-8%
CC[C@H](C)[C@H]1CNC(=O)C(=O)N1CC1CCN(CCc2ccc(Cl)c(Cl)c2)CC1	4%	-1%	-17%	0%	5%	-28%	-17%	-2%
Cc1ccc(C)c(NC(=O)CSc2ncnc3nc[nH]c23)c1	0%	5%[57.5 µM]	-2%	1%	0%	25%	-11%	4%
C/C(=N\NC(=O)c1cccnc1)c1ccc(-n2ccnc2)cc1	1%	-28%	-1%	-3%	5%	.	20%	-6%
CC1(C)CC(=O)C2=C(C1)Oc1ncn(CCO)c(=N)c1C2c1ccccc1 (configuration not stated)	3%	i	0%	4%	10%	9%	9%	0%
N/C(=N\OC(=O)c1cccc2ccccc12)c1cccnc1	9%	7%	5%	-5%	-3%	-1%	20µM*	-7%
Cc1ccc2c(CC(=O)Nc3sccc3C(N)=O)coc2c1	6%	-31%[inhibitor]	-8%	-21%	-1%	.	0%	-10%
Nc1ccc2oc(-c3ccccc3Cl)cc(=O)c2c1O	1%	i	-4%	-7%	-10%	10%	26%	9%
COc1ccc(/C=C2\SC(=S)N(CCC(=O)Nc3ccc(O)cc3)C2=O)cc1	12%	-30%	1%	3%	-5%	5%	-4%	3%
O=C(Nc1cccc(S(=O)(=O)NC2=NCCCCC2)c1)c1cc(-c2ccc(Cl)cc2)nc2ccccc12	3%	i	-21%	-2%	0%	38%	0%	?
CC(C)CCc1noc(CN2CCN(c3ccc(Cl)cn3)CC2)n1	4%	-16%	4%	-1%	-5%	-16%	19%	-21%
COc1cc(CN2CCN(CCc3ccccc3)C(CCO)C2)cc(OC)c1 (configuration not stated)	4%	i	5%	-4%	-4%	7%	6%	12%
Fc1ccc(NC(=S)NC23CN4CN(CN(C4)C2)C3)cc1	-5%	i	-3%	8%	11%	.	14%	10%
CCOC(=O)CN=C/C(C(=O)Nc1nccs1)=C(/C)O	0%	-10%	-13%	-5%	11%	15%	0%	-5%
CCCCOC(=O)c1cc(=O)[nH]c(=O)[nH]1	1%	-5%	-5%	3%	0%	-31%	0%	-28%
CCCc1cc(=O)[nH]c(/N=C(/NC(=O)C(C)N2C(=O)c3ccccc3C2=O)Nc2ccccc2)n1 (configuration not stated)	10%	i	15%	-7%	-2%	20%	0%	8%
CCNC(=O)CC1C(=O)N(c2ccc(F)cc2)C(=S)N1CCc1ccncc1 (configuration not stated)	-6%	i	3%	2%	9%	-12%	-1%	-5%
CC(=O)NCCc1nc2cc(NC(=O)c3ccccc3Cl)ccc2n1C	5%	i	-6%	0%	1%	-7%	-4%	-6%
CCCN1CCN(C(=O)C2CCN(c3nnc(C)c4c(C)n(-c5ccc(C)cc5)nc34)CC2)CC1	9%	i	-3%	-5%	5%	13%	5%	23%

Sorted by value in PTHR1 ag (descending): some entries from above
SMILES	PTHR1 ag
N/C(=N\OC(=O)c1cccc2ccccc12)c1cccnc1	7%
CCCCOC(=O)c1cc(=O)[nH]c(=O)[nH]1	-5%
CCOC(=O)CN=C/C(C(=O)Nc1nccs1)=C(/C)O	-10%
CC(C)CCc1noc(CN2CCN(c3ccc(Cl)cn3)CC2)n1	-16%
C/C(=N\NC(=O)c1cccnc1)c1ccc(-n2ccnc2)cc1	-28%
COc1ccc(/C=C2\SC(=S)N(CCC(=O)Nc3ccc(O)cc3)C2=O)cc1	-30%
